# FAS-TE inh: inhibitors of human fatty acid synthase thioesterase domain | P49327 | recombinant FAS-TE, OMFH fluorogenic substrate, fluorescence endpoint | inhibition, % at 15 µM | hit rate 0.67% among 360,000;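 active = compounds whose normalised, plate-corrected inhibition of enzyme fluorescence in the single-dose primary screen is 50% or more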;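 also: 0% = DMSO with enzyme and 100% = substrate without enzyme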
# SKN-1 inh: inhibitors of C. elegans SKN-1; inhibition, % at 21.8 µM; hit rate 0.49% among 360,000; AID 624304; C. elegans VP596 Pgst-4::GFP/RFP ratio, acrylamide-induced, 24 h;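 active = interference check ratio from 0.5 to 1.5 plus GFP to RFP signal ratio inhibition reaching or exceeding a fixed threshold, cut at about 30% in these data, passing the limit was not always enough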; also: some compounds called inactive have numbers as strong as hits
# Rin1 Abl inh: inhibitors of human Rin1-Abl protein interaction. P00519+Q13671. AID 588664. inhibition, % at 7.35 µM. TR-FRET Rin1/Abl binding, biochemical. hit rate 0.4% among 360,000; in the data active = inhibition above about 5%, passing the limit was not always enough
# MT1-MMP act inh: MT1-MMP (human) activation inhibition; HT1080 RFP-PRO-GFP cells, GFP/RFP ratio fluorescence, overnight; percent of plate control window, DMSO zero; GFP/RFP ratio change, % at 20 µM; hit rate 0.061% among 360,000; AID 651647;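 active = GFP/RFP ratio change of at least 30% with cell ATP level not reduced by more than half and red fluorescence within 50% of control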; also: strong numbers were not always called active
#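 Assay system: HT1080 RFP-PRO-GFP cells. Benchmarks: DMSO vehicle wells and RFP-L50D-GFP reporter cell wells. Times: overnight cell settling, then overnight compound exposure, 37 °C, 5% CO2. Compound: 20 µM single dose, 1% DMSO. Read-out basis: GFP/RFP fluorescence ratio.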
# Neddylation inh: blocks human cullin neddylation. P61081+Q13564. TR-FRET cullin neddylation, biochemical. calls only at 25 µM. hit rate 0.58% among 360,000. AID 651699; in the data active = inhibition above about 36%
# NRP1-CendR mod: alters CendR peptide binding to human NRP-1; O14786; FAM-RPARPAR peptide binding to NRP-1, fluorescence polarization; inhibition, % at 25 µM; hit rate 0.85% among 360,000; AID 602438;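 active = inhibition or corrected inhibition above about 18%, plus a signal ratio from 0.5 to 1.5, limit read from the data, passing the limit was not always enough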; also: strong numbers were not always called active
# MsrA inh: inhibitors of bovine MsrA; AID 651718; purified bovine MsrA, absorbance read-out; hit rate 0.75% among 360,000; inhibition, % at 15.5 µM; in the data active = inhibition above about 4.5%;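 also: 0% = vehicle wells with enzyme and 100% = reference inhibitor wells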
# E coli Lon inh: inhibits E. coli Lon protease; P0A9M0; purified E. coli Lon protease, fluorescence polarization; inhibition, % at 7.94 µM; hit rate 0.42% among 360,000; in the data active = inhibition above about 13%, passing the limit was not always enough;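 also: 0% = enzyme with probe and DMSO and 100% = no enzyme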
# MsrA act: bovine methionine sulfoxide reductase A activation. AID 602163. hit rate 0.3% among 360,000. purified bovine MsrA, absorbance read-out. activation, % at 10.6 µM; in the data active = activation above about 7.5%;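 also: 0% = vehicle and 100% = reference activator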
# * marks the source's active call; other numbers are inactive results; i = inactive.
# Abbreviations: A = FAS-TE inh; B = SKN-1 inh; C = Rin1 Abl inh; D = MT1-MMP act inh; E = Neddylation inh; F = NRP1-CendR mod; G = MsrA inh; H = E coli Lon inh; I = MsrA act
Molecule: CC(NC(N)=O)C12CC3CC(CC(C3)C1)C2 (centres undefined)
  A: -3.2	B: -7.9	C: 1.8	D: 2.4	E: i	F: 0.5	G: 1.9	H: -3.6	I: 4.6
Molecule: CCN1C(=O)[C@@H]2[C@@H](c3ccc(SC4CCCCC4)c(OC)c3)N3CCCC[C@@]3(C(=O)OC)[C@@H]2C1=O
  A: 15.0	B: 14.3	C: 0.0	D: -13.9	E: i	F: -36.0	G: -0.9	H: -12.3	I: 0.7
Molecule: CC1(C)CC(=O)C=C(c2ccc(COC(=O)c3ccc(-c4ccccc4)cc3)cc2)C1=O
  A: 31.4	B: -14.1	C: -0.5	D: -1.0	E: i	F: 10.9	G: 0.1	H: -2.1	I: -1.5
Molecule: COc1ccc(S(=O)(=O)N2CCN(CC(=O)NC3CCCC3)CC2)cc1
  A: -3.8	B: 6.1	C: -1.8	D: -0.7	E: i	F: 10.3	G: -1.0	H: 4.1	I: -2.7
Molecule: NC(=O)c1cccc(Nc2nc(C(N)COCc3ccccc3)cs2)n1 (centres undefined)
  A: -3.2	B: 0.5	C: -2.0	D: -2.4	E: i	F: -8.7	G: -0.2	H: 7.1	I: -4.8
Molecule: Cc1nnc(SCC(=O)NC(C)(C)C)n1CCc1ccccc1
  A: -17.9	B: -26.7	C: 1.1	D: 0.9	E: i	F: -7.0	G: 1.3	H: -2.7	I: -9.4
Molecule: C#CC(CC)(CC)NC(=O)c1c(C)noc1C
  A: -5.3	B: 1.1	C: -0.9	D: 0.8	E: i	F: 1.4	G: 0.8	H: -13.4	I: -1.7
Molecule: CCOC(=O)c1cnn(-c2ccccc2)c1NC(=O)CCl
  A: -7.6	B: -6.5	C: -2.8	D: -0.4	E: i	F: 2.4	G: -1.1	H: -3.7	I: -6.0
Molecule: Cn1cc(S(=O)(=O)CC(=O)Nc2ccc3c(c2)OCCO3)c2ccccc21
  A: -8.9	B: 3.8	C: 3.4	D: 1.1	E: i	F: -3.3	G: -0.3	H: 1.1	I: -1.2
Molecule: CCOC(=O)c1ccc(NC(=S)NCCCN2CCCCC2)cc1
  A: -2.4	B: 6.7	C: 0.9	D: -1.9	E: i	F: 2.3	G: 0.7	H: -7.8	I: -2.3
Molecule: CC(C)(C)NC(=O)CCC1COc2ccccc2O1 (centres undefined)
  A: -7.1	B: 12.1	C: -0.6	D: 2.9	E: i	F: 12.2	G: 0.7	H: -1.6	I: -5.1
Molecule: CN(C(=O)CSc1nc(N)cc(N)n1)C1CCS(=O)(=O)C1 (centres undefined)
  A: -6.5	B: -6.6	C: -2.1	D: -1.9	E: i	F: 18.6	G: 0.8	H: 2.4	I: 6.6
Molecule: c1ccc(-c2ccccc2OCCN2CCCCC2)cc1
  A: -8.8	B: -0.5	C: 0.3	D: -2.7	E: i	F: 6.2	G: -0.5	H: -3.8	I: -2.6
Molecule: Cc1ccc(S(=O)(=O)N2CCCCC2)cc1NC(=O)COc1ccccc1F
  A: 12.4	B: -6.9	C: 2.6	D: 0.3	E: i	F: -2.2	G: 0.1	H: 1.1	I: -4.0
Molecule: CCOc1ccc(CCNC(=O)Cn2ccc3cc(S(=O)(=O)N4CCCC4)ccc32)cc1
  A: 4.4	B: 29.1	C: -0.6	D: -5.3	E: i	F: -5.6	G: -1.7	H: -5.8	I: -0.4
Molecule: O=C(c1ccc(N2CCN(C(=O)c3ccc(F)cc3F)CC2)cc1)c1cccc(F)c1
  A: 23.9	B: -1.5	C: -2.6	D: 4.3	E: i	F: 13.3	G: 0.9	H: -2.1	I: -2.3
Molecule: Cc1ccc(C)c(NS(=O)(=O)c2cc(C(=O)NCc3ccco3)ccc2C)c1
  A: 5.0	B: -7.3	C: -1.1	D: 1.7	E: i	F: -8.9	G: 0.4	H: 2.5	I: -3.8
Molecule: O=C(CNC(=O)Cn1ccc2ccccc2c1=O)NCCCN1CCN(c2cccc(Cl)c2)CC1
  A: -4.8	B: 0.6	C: -2.0	D: 1.0	E: i	F: 5.5	G: 0.9	H: -14.1	I: -7.3
Molecule: CCCCc1nc(SCCOC)c2c(=O)n(C)c(=O)n(C)c2n1
  A: 15.9	B: 6.3	C: -5.5	D: -0.3	E: i	F: -2.0	G: -0.3	H: -0.6	I: 0.3
Molecule: COc1cc(NC(=O)c2ccc(Cl)cc2)c(OC)cc1NC(=O)CN1CCCCC1
  A: 10.4	B: -4.4	C: 5.6	D: 4.7	E: i	F: 5.6	G: 0.9	H: -5.6	I: -5.1
Molecule: COc1cccc(C2CC(c3ccc(NS(C)(=O)=O)cc3)=NN2C(=O)c2ccccc2)c1OC (centres undefined)
  A: 12.7	B: -0.4	C: 1.3	D: 0.6	E: i	F: -23.8	G: 2.1	H: -3.7	I: -5.1
Molecule: Cc1nc(CSc2nsc(C)c2C#N)cs1
  A: 0.6	B: 8.8	C: 5.9	D: 8.3	E: i	F: 5.6	G: 1.3	H: -6.0	I: -5.5
Molecule: COC(=O)C1C(=O)c2c([nH]c(C(=O)OC3CCCC3C)c2C)CC1C (centres undefined)
  A: 11.2	B: 17.4	C: -2.3	D: -3.0	E: i	F: 0.8	G: -0.8	H: -4.9	I: -0.4
Molecule: CCOC(=O)[C@H]1[C@H]2COc3ccc(OC)cc3[C@@H]2N2C(=O)CN(Cc3ccc(OC)cc3)C(=O)[C@@]12C
  A: 0.7	B: 1.0	C: 1.7	D: -3.3	E: i	F: -0.1	G: -0.3	H: -5.0	I: -2.5
Molecule: Nc1nnc(Cc2ccccc2)s1
  A: -8.0	B: 1.8	C: -0.8	D: -0.7	E: i	F: 11.7	G: 0.9	H: -3.2	I: -0.8
Molecule: Cc1cc(C)c2c(c1)cc(C)c1nnc(SCC(=O)N3CCCc4ccccc43)n12
  A: -4.1	B: 6.1	C: -3.6	D: 1.6	E: i	F: -1.7	G: 2.0	H: -1.8	I: -3.3
Molecule: CN(C)S(=O)(=O)N1CCC(C(=O)O)(c2ccccc2)CC1
  A: -9.7	B: 4.0	C: -2.1	D: 2.9	E: i	F: -6.6	G: -0.8	H: -9.3	I: 3.3
Molecule: CCOc1ccc(CNC(=O)C2CCN(c3nnc(C)c4c(C)n(-c5ccc(C)cc5)nc34)CC2)cc1
  A: -3.4	B: 23.0	C: -0.8	D: -2.5	E: i	F: -44.7	G: 1.9	H: -32.2	I: -3.1

# Arranged by formula weight (lowest first): eight of the compounds above
# Abbreviations: A = FAS-TE inh; B = SKN-1 inh; C = Rin1 Abl inh; D = MT1-MMP act inh; E = Neddylation inh; F = NRP1-CendR mod; G = MsrA inh; H = E coli Lon inh; I = MsrA act
Molecule: Cc1nc(CSc2nsc(C)c2C#N)cs1
  A: 0.6	B: 8.8	C: 5.9	D: 8.3	E: i	F: 5.6	G: 1.3	H: -6.0	I: -5.5
Molecule: CCOC(=O)c1cnn(-c2ccccc2)c1NC(=O)CCl
  A: -7.6	B: -6.5	C: -2.8	D: -0.4	E: i	F: 2.4	G: -1.1	H: -3.7	I: -6.0
Molecule: CN(C(=O)CSc1nc(N)cc(N)n1)C1CCS(=O)(=O)C1 (centres undefined)
  A: -6.5	B: -6.6	C: -2.1	D: -1.9	E: i	F: 18.6	G: 0.8	H: 2.4	I: 6.6
Molecule: CCCCc1nc(SCCOC)c2c(=O)n(C)c(=O)n(C)c2n1
  A: 15.9	B: 6.3	C: -5.5	D: -0.3	E: i	F: -2.0	G: -0.3	H: -0.6	I: 0.3
Molecule: Cc1cc(C)c2c(c1)cc(C)c1nnc(SCC(=O)N3CCCc4ccccc43)n12
  A: -4.1	B: 6.1	C: -3.6	D: 1.6	E: i	F: -1.7	G: 2.0	H: -1.8	I: -3.3
Molecule: O=C(c1ccc(N2CCN(C(=O)c3ccc(F)cc3F)CC2)cc1)c1cccc(F)c1
  A: 23.9	B: -1.5	C: -2.6	D: 4.3	E: i	F: 13.3	G: 0.9	H: -2.1	I: -2.3
Molecule: CCOc1ccc(CNC(=O)C2CCN(c3nnc(C)c4c(C)n(-c5ccc(C)cc5)nc34)CC2)cc1
  A: -3.4	B: 23.0	C: -0.8	D: -2.5	E: i	F: -44.7	G: 1.9	H: -32.2	I: -3.1
Molecule: CCN1C(=O)[C@@H]2[C@@H](c3ccc(SC4CCCCC4)c(OC)c3)N3CCCC[C@@]3(C(=O)OC)[C@@H]2C1=O
  A: 15.0	B: 14.3	C: 0.0	D: -13.9	E: i	F: -36.0	G: -0.9	H: -12.3	I: 0.7

# Bioassay records from PubChem.
